Bioassay records from PubChem.
TDP43 rescue – TDP-43 toxicity inhibition in yeast; TDP-43 expressing yeast growth rescue, BacTiter-Glo, 24 h; 410,000 compounds, 1.8% hits; Potency, µM (top dose mostly 46.1 µM), inactives show at the top dose growth rescue (activation), usual class: activators; note: potency is the fitted concentration of half-maximal effect; % of control where 0% means no effect; nearly all actives have a fitted effect of over 50% in size
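Luminescence from BacTiter-Glo reports growth of TDP-43-expressing yeast after 24 hr at 30 deg C with compound. Cells were raffinose-pregrown to mid-log, then seeded in galactose medium at OD600=0.02.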
FUS suppressor – FUS proteinopathy suppression in yeast; S. cerevisiae FUS-expressing, growth rescue, OD600, 24 h; Potency, µM (highest dose often 76.6 µM), without a hit: at the highest dose growth rescue (activation), actives largely listed as activators; 390,000 compounds, 0.24% hits; AID 1347120;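 note: potency is the fitted concentration of half-maximal effect; plate controls were DMSO vehicle for no effect and reference control for full effect; nearly all actives have a fitted effect of over 55% in size; some results filed as inactive show a strong effect at the top dose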
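Read-out: OD at 600 nm after 24hr at 30C, reporting rescue of FUS-induced yeast toxicity. Cells at OD 0.005 in galactose (2%) minimal medium; compounds tested in a dilution series; CP55940 titration from 92uM final as control.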
EPAC2 ag – EPAC2 (human) agonism | 360,000 compounds, 0.079% hits | Q8WZA2 | Potency, µM (highest dose often 154 µM), for inactives: top-dose activation, hits mostly activators | EPAC2 activation, biochemical qHTS; response scale: 100% = 6.5 mM cAMP response; note: potency is the fitted concentration of half-maximal effect; nearly all actives have a fitted effect of over 50% in size
Target sequence (Q8WZA2 whole entry, looked up): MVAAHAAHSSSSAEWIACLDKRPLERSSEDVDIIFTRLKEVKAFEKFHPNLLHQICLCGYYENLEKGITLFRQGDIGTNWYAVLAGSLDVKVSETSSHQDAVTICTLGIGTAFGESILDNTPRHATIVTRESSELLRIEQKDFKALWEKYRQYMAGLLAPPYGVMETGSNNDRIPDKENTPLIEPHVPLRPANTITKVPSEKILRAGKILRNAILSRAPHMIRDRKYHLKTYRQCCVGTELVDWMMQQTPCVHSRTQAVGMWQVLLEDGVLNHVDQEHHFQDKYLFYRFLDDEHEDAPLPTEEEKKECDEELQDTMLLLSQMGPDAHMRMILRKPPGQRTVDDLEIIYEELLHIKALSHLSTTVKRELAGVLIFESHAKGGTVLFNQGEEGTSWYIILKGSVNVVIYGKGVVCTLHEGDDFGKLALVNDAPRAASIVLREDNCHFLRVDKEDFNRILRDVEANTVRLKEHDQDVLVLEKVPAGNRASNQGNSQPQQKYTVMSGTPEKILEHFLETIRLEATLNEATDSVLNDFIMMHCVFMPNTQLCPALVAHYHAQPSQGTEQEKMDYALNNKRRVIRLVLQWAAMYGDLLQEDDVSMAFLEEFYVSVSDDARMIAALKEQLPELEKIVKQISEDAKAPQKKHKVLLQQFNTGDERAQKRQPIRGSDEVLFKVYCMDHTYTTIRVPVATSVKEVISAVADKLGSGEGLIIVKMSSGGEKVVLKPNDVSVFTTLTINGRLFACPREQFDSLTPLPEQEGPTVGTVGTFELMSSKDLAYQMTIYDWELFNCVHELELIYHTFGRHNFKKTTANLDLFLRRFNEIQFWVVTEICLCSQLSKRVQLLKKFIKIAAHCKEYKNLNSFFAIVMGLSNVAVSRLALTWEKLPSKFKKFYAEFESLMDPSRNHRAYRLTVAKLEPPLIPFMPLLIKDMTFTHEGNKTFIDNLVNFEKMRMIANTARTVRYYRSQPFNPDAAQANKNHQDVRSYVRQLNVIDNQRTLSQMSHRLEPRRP
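Compounds were titrated in qHTS against a Rap1B-BODIPY-GDP (250 nM) complex with EPAC2 (100 nM) and GDP (50 uM). BODIPY-GDP release tracked at 480/540 nm over 30 min at room temperature, normalized to 6.5 mM cAMP.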
D3 ag – agonists of human D3 dopamine receptor; P35462; D3R DiscoveRx beta-arrestin cells, luminescence, 90 min; max activation, %; 410,000 compounds, 0.58% hits; in the data active = max activation above about 30%; note: 0% is about no effect; mostly tested at two doses, the higher about 12 µM
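Cells at 1500/well, incubated overnight, then treated with pinned compounds (dopamine as control) for 90 min at 37 degrees C. DiscoveRx reagent added for 30 - 60 minutes at room temperature; luminescence read.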
Abeta yeast res – compounds reversing amyloid beta toxicity in yeast. yeast expressing A-beta42, growth rescue, OD600, 48 h; response scale: 0% DMSO, 100% iron-clioquinol control. Potency, µM (series often up to 46.1 µM), without a hit: at the top dose growth rescue, hits mostly activators. 410,000 compounds, 0.063% hits. AID 1347071; note: potency is the fitted concentration of half-maximal effect; nearly all actives have a fitted effect of over 55% in size
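Growth rescue measured by 600 nm absorbance after 48 h yeast culture at 30 C with compound. Values normalized between DMSO and an equimolar ferric chloride plus clioquinol control.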
EPAC2 antag – antagonists of human EPAC2. Potency, µM (top dose mostly 114 µM), inactives show at the highest dose activity, negative = inhibition, usual class: inhibitors. 360,000 compounds, 0.18% hits. Q8WZA2. EPAC2 GEF exchange of Rap1B-BODIPY-GDP, fluorescence; note: potency is the fitted concentration of half-maximal effect; % is set by controls: 0 for no effect and ±100 for the full control effect; nearly all actives have a fitted effect of over 45% in size; many of its hits are not listed in these tables
aSyn yeast inh – alpha-synuclein toxicity inhibition in yeast; Yeast expressing alpha-synuclein, growth rescue, BacTiter-Glo, 24 h; Potency, µM (series often up to 46.1 µM), for the others: at the highest dose growth rescue (activation), most hits filed as activators; 370,000 compounds, 0.14% hits; note: potency is the fitted concentration of half-maximal effect; % of control where 0% means no effect; nearly all actives have a fitted effect of over 65% in size
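Readout is rescue of growth in alpha-synuclein-expressing yeast, so inhibitors of toxicity appear as activators. Growth after 24 hr at 30 deg C in galactose medium is quantified by luminescence.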
DRD3 antagonist – antagonists of human D3 dopamine receptor | 360,000 compounds, 2.5% hits | AID 652054 | D3R cells, DiscoveRx beta-arrestin luminescence, antagonist mode; active compounds read low | max response, negative = inhibition, % | P35462; in the data active = max response below about -50%; inconclusive = no clear call, values can overlap the other calls; note: % is set by controls: 0 for no effect and ±100 for the full control effect; mostly tested at two doses, the higher about 12 µM
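Cells expressing the human receptor were seeded at 1500 cells/well, incubated overnight at 37 degrees C in 5% CO2, then exposed to library compounds with dopamine controls for 90 minutes at 37 degrees C before luminescent detection.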
* hit, by the source's call; ? = inconclusive; · = no result given; [ ] = dose if it differs, or a comment. Unless noted, calls come from the whole dose curve; as a rule, active = well fitted curve in the direction sought with a large enough effect; inconclusive = small, poorly fitted or top-dose-only effect, or another doubt; inactive = no such curve, though single readings can be large; an effect the other way counts as inactive or inconclusive.

SMILES	TDP43 rescue	FUS suppressor	EPAC2 ag	D3 ag	Abeta yeast res	EPAC2 antag	aSyn yeast inh	DRD3 antagonist
Cn1cc(Br)c(C(=O)NN2C(=O)C3C(C2=O)C2C=CC3C23CC3)n1 (stereo not given)	14%	-23%	5%	19	6%	11%	3%	6
Clc1ccc(Nc2nc(-c3cccs3)cs2)nc1	8.9µM*	·	-3%	7	-8%	0%	-30%	13
CCc1nc(SCC(=O)OC)c2c3c(sc2n1)COC(C)(C)C3	19%	8%	7%	17	-11%	3%	1%	2
O=C(O)c1ccc(NC(=O)c2cn(-c3ccccc3)nc2-c2ccc(F)cc2)cc1	-6%	-8%	5%	7	5%	5%	20%	2
CCN(CC)S(=O)(=O)c1ccc2c(c1)N(CC(=O)Nc1cccc(C)c1C)C(=O)C1CCCN21 (stereo not given)	21%	21%	·	2	-5%	·	·	·
CCOc1ccc(Sc2cc(C(=O)NC(C)CC)c3ccccc3n2)cc1 (stereo not given)	11%	-17%	·	3	2%	·	0%	·
CC(Sc1nnc(-c2ccccc2Br)o1)C(=O)N1CCOCC1 (stereo not given)	12%	10%	1%	1	-5%	-8%	1%	-2
Cc1oc(-c2cccc(Cl)c2)nc1CN1CCCC(C(=O)NC(C)c2ccc3c(c2)OCCO3)C1 (stereo not given)	6%	13%	-4%	-7	5%	-21%	-1%	-6
CN(NC(=O)/C=C/C(=O)O)c1ncc(C(F)(F)F)cc1Cl	-10%[0.397 µM]	-14%	2%	2	12%	-6%	-11%	-3
COc1ccc2c(c1)CCC1C2=NN(/C(C)=C/C(C)=O)C1c1cccc(F)c1 (stereo not given)	11%	16%	6%	2	-12%	?	0%	-58*
O=C(CN(C(=O)CNS(=O)(=O)c1ccccc1)c1ccc(F)cc1)NCc1ccco1	1%	17%	12%	-8	-5%	-4%	-1%	-16
O=C(CSc1nccc(=O)[nH]1)Nc1ccc(N2CCOCC2)cc1	6%	16%	-2%	-10	-12%	6%	-10%	-22
COc1ccc(-c2c(C#N)c(SCC(=O)Nc3ccc(C)c(C)c3)nc(C)c2C(=O)Nc2ccc(Cl)cc2)cc1	9%	33%	·	4	-5%	·	·	·
O=C(CCNC(=O)C1CCN(S(=O)(=O)c2ccc(F)cc2)CC1)NCc1cccnc1	1%	0%	8%	0	16%	3%	5%	5
NC(=O)CSc1nnc(NC(=O)c2cccc(S(=O)(=O)N3CCCCC3)c2)s1	-22%	19%	2%	4	-21%	-3%	-10%	-14
CCNC(=S)N(CCc1c(C)[nH]c2ccc(C)cc12)Cc1cc(OC)c(OC)c(OC)c1	22%	?	4%	3	-20%	-18%	12%	?
CN(C)CC/C=C1/c2cc(F)ccc2CSc2ccc(F)cc21	-13%	·	-3%	-26	0%	15%	2%	?
O=S(=O)(Cc1ccccc1)N1CCN(Cc2ccc3c(c2)OCO3)CC1	-11%	22%	1%	-11	-17%	10%	-8%	0
CCC(C)(C)NC(=O)C(c1cccn1C)N(Cc1ccccc1)C(=O)Cn1nnc2ccccc21 (stereo not given)	0%	·	-4%	7	-30%[inhibitor]	9%	3%	76
O=C1NC(=O)N(Cc2ccccc2)CC1Br (stereo not given)	16%	16%	4%	4	13%	13%	7%	21
O=C1N/C(=N\S(=O)(=O)Cc2ccccc2)S/C1=C/c1cccc([N+](=O)[O-])c1	10%	7%	-4%	1	8%	?	10%	9
Cc1cc(C)cc(N(C(=O)CNS(=O)(=O)c2ccccc2)C(C(=O)NCc2ccccc2)c2ccc(C)o2)c1 (stereo not given)	-25%	·	22%	-14	0%	7%	-2%	6
CCCC(=O)NCCc1nc2cc([N+](=O)[O-])ccc2n1C	22%	-32%	-2%	0	-1%	-6%	2%	5
CCOC(=O)c1oc2ccccc2c1NC(=O)c1ccc2c(c1)OCO2	-1%	25%	-1%	29	-9%	1%	0%	13
CCC(=O)c1ccc(OCC(=O)Nc2ccccc2C(=O)N2CCCCC2)cc1	-5%	26%	-1%	0	-9%	3%	-2%	1
O=C(CSc1nnc(-c2ccc(Cl)cc2Cl)n1C1CCCCC1)N1CCCC1	14%	?	7%	8	-3%	0%	13%	23
S=c1[nH]ncn1/N=C/c1cccc(Oc2ccccc2)c1	?	14%	-2%	1	8%	6%	-7%	?
CC(=O)Nc1ccc(NC(=O)[C@@H](NC(=O)c2cccc(C)c2)C(C)C)cc1	-8%	10%	11%	-4	-2%	4%	-8%	6
Cc1onc(-c2c(F)cccc2Cl)c1C(=O)OCc1nnc(-c2ccccc2)o1	19%	35%	16%	2	12%	?	1%[1.84 µM]	-6
COC(=O)c1ccc(CSc2nnc(CS(=O)Cc3ccc(Br)cc3)n2-c2ccccc2)cc1 (stereo not given)	25µM*	·	3%	1	-24%	0%	25%	9

The final 2 compounds of the section before come first, to join the parts.
SMILES	TDP43 rescue	FUS suppressor	EPAC2 ag	D3 ag	Abeta yeast res	EPAC2 antag	aSyn yeast inh	DRD3 antagonist
Cc1onc(-c2c(F)cccc2Cl)c1C(=O)OCc1nnc(-c2ccccc2)o1	19%	35%	16%	2	12%	?	1%[1.84 µM]	-6
COC(=O)c1ccc(CSc2nnc(CS(=O)Cc3ccc(Br)cc3)n2-c2ccccc2)cc1 (stereo not given)	25µM*	·	3%	1	-24%	0%	25%	9
C[C@H](c1ccccc1)N1C[C@H](COCc2ccccc2)Oc2cc(N3CC[C@H](O)C3)ccc2S1(=O)=O	11%	?	17%	4	18%	-18%	3%	6
O=C(CCNC(=O)c1ccccc1)Nc1cccnc1	3%	5%	10%	-3	-21%	-2%	1%	-8
CCOc1ccc(NC(=O)N(C(C)C)C2CCN(C(C)=O)CC2)cc1	16%	-18%	·	7	-3%	·	·	·
CN(C)CCNc1ccc2nnn3c4ccc(O)cc4c(=O)c1c23	0%	·	2%	1	-5%	-2%	0%	-24
CCCC(=O)N1CCCC1(C)C(=O)Nc1cc(C)ccc1C (stereo not given)	0%	-10%	0%	12	21%	26%	0%	4
COc1cccc(C(=O)Cn2c(=O)n(CCC(=O)NCC3CCCO3)c(=O)c3cc(OC)c(OC)cc32)c1 (stereo not given)	12%	32%	7%	0	5%	-6%	-1%	68
COC(=O)C(CC(C)C)NC(=O)C(N)Cc1ccccc1 (stereo not given)	-1%	-9%	-5%	1	7%	-2%	-2%	-7
CC(C)N(C)S(=O)(=O)c1ccc(NC(=O)C2=COCCO2)cc1	14%	-4%	9%	10	-3%	-6%	?	-1
Cc1ccc(-c2ccccc2C2=CC(=O)CC(C)(C)C2=O)cc1	?	-9%	6%	2	1%	?	1%	18
O=C(COc1ccc(S(=O)(=O)NC2CCCCC2)cc1Cl)NCC1CCCO1 (stereo not given)	-9%	32%	6%	-1	-13%	13%	2%	-12
Cc1ccc(NC(=O)CO/N=C(\N)c2ccccc2)cc1C	16%	3%	1%	3	1%	3%	9%	0
O=C(Cc1ccccc1)c1c[nH]c(C(=O)C(Cl)(Cl)Cl)c1	13µM*	10%	9%	-4	-9%	-17%	3%	-1
Cc1csc(NC(=O)Cc2nn(C)c(=O)c3ccccc23)n1	0%	-13%	5%	20	12%	5%	-4%	68
CCCc1nc(SCC(=O)NNC(=O)c2ccc(OC)cc2)c2ccccc2n1	0%	18%	-1%	1	-4%	-9%	8%	-9
CC1CCN(Cc2ccc(-c3nn[nH]n3)cc2)CC1	-1%	22%	2%	-2	2%	8%	0%	-8
Cc1ccc(SCCN2CCC(C(C)(C)C)CCC2=O)cc1 (stereo not given)	21%	27%	17%	-12	2%	-23%	13%	-4
Cc1ccc(NC(=O)CCc2c(C)[nH]c(=O)c(C#N)c2C)cc1	12%	-9%	-6%	25	-5%	-5%	-4%	8
CC(CCc1ccccc1)NC(=O)CN(C)Cc1ccc(F)cc1 (stereo not given)	-9%	2%	1%	-13	6%	-11%	2%	-5
COCCOC(=O)c1cc(C(=O)c2cc(Cl)ccc2O)coc1=N	-7%	8%	3%	4	0%	-2%	2%	-16
Cc1ccn(CCC(=O)O)n1	4%	17%	2%	1	-16%	-1%	-7%	1
Cc1ccc2c(N)c(C(=O)N(c3ccccc3)c3ccccc3)sc2n1	0%	17%	11%	4	-3%	1%	0%	32
Cc1ccc(-c2cc(C(=O)NCc3cnn(C)c3C)c3ccccc3n2)cc1C	12%	30%	·	18	-2%	·	·	·
O=[N+]([O-])c1ccccc1S(=O)(=O)N1CCc2ccccc2C1	-27%	10%	15%	-6	5%	-1%	18%	-15
O=C(CSc1ccc(Cl)cc1)N1CCN(c2c(Cl)cccc2[N+](=O)[O-])CC1	?	9%	12%	7	-14%	7%	?	0
Nc1c(C(=O)NCc2ccco2)c2nc3ccccc3nc2n1CCc1ccccc1	11%	31%	3%	6	3%	-14%[57.1 µM]	?	44
O=C(c1ccccc1)N1CCN(S(=O)(=O)N2CCCCC2)CC1	0%	-21%	-3%	2	-6%	3%	1%	-19
Cc1noc(C)c1NC(=O)N(C)C[C@H]1OCc2cnnn2CCCC(=O)N([C@@H](C)CO)C[C@H]1C	?	-6%	3%	-6	9%	7%	3%	-9
O=C(NC(=S)N1CCN(c2ccccc2)CC1)c1ccc(S(=O)(=O)N2CCOCC2)cc1	-1%	-9%	12%	3	1%	-6%	-3%	-2
CCC(C)[C@H](NC(=O)CCn1nnc2ccccc2c1=O)C(=O)O (stereo not given in full)	0%	·	4%	2	-2%	1%	2%	8
Cc1nn(CC(=O)N(C)Cc2ccc(F)cc2)c(C)c1[N+](=O)[O-]	5%	-22%	1%	-7	8%	-3%	-2%	-17
CCOc1ccccc1CN1CCCC(CNS(=O)(=O)c2ccc(OC)cc2)C1 (stereo not given)	2%	-6%	4%	-9	·	?	-2%	3
CCOCCCn1c(=S)[nH]c2cc(C(=O)NCC(OC)OC)ccc2c1=O	-2%	4%	-5%	-4	4%	-3%	0%	-1

4 entries from above, ordered by heavy-atom count, smallest number first:
SMILES	TDP43 rescue	FUS suppressor	EPAC2 ag	D3 ag	Abeta yeast res	EPAC2 antag	aSyn yeast inh	DRD3 antagonist
O=[N+]([O-])c1ccccc1S(=O)(=O)N1CCc2ccccc2C1	-27%	10%	15%	-6	5%	-1%	18%	-15
O=C(c1ccccc1)N1CCN(S(=O)(=O)N2CCCCC2)CC1	0%	-21%	-3%	2	-6%	3%	1%	-19
COCCOC(=O)c1cc(C(=O)c2cc(Cl)ccc2O)coc1=N	-7%	8%	3%	4	0%	-2%	2%	-16
Cc1noc(C)c1NC(=O)N(C)C[C@H]1OCc2cnnn2CCCC(=O)N([C@@H](C)CO)C[C@H]1C	?	-6%	3%	-6	9%	7%	3%	-9

Not all compounds are listed; count on the stated rates, not on these rows.
